EWS-Fli inh: inhibitors of EWS/Fli oncoprotein transcriptional activity | A673 NR0B1-luciferase reporter, viability-normalised | inhibition, % at 12.6 µM | hit rate 0.67% among 350,000;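 active means mean inhibition of at least 50% after viability correction, with every replicate also passing that limit; inconclusive means mean reaches 50% but only one of two replicates passes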;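 further: firefly luciferase signal divided by Alamar Blue viability fluorescence both relative to DMSO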
PglD inh: blocks C. jejuni PglD acetyltransferase activity. AID 602405. inhibition, % at 12.5 µM. hit rate 0.098% among 360,000. purified PglD enzyme, DTNB colorimetric CoA detection; in the data active means inhibition above about 16%, passing the limit was not always enough; inconclusive means no clear call, values can overlap the other calls; further: strong numbers were not always called active
PAX8 inh HTS: PAX8 transcriptional activity inhibition; hit rate 1.2% among 360,000; inhibition, % at 12.6 µM; RMG-I TPO-luciferase reporter, SteadyGlo, 24 h;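 active means mean replicate inhibition at least 60% with every replicate also reaching 60%; inconclusive means only one of the two criteria is met; inactive means mean below 60% and not all replicates reaching 60%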;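 further: luciferase light reporting Pax8 driven TPO promoter activity; plate controls were median of neutral control wells for no effect and mitoxantrone controls for full effect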
S100A4 inh HTS: inhibitors of human S100A4 binding to myosin IIA peptide | P26447 | S100A4/TAMRA-MyoIIA peptide fluorescence polarization | inhibition, % at 10.7 µM | hit rate 0.14% among 360,000;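 active means mean inhibition of at least 70% across replicates, with every replicate also reaching that level; inconclusive means mean inhibition reaches 70% but some replicates fall short; inactive means mean inhibition below 70%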
Target sequence (P26447 whole entry, looked up): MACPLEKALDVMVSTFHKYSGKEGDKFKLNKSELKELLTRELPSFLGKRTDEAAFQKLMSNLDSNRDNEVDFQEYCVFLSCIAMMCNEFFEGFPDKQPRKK
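Material: S100A4 monomer protein | Medium: HEPES pH 7.2 with CaCl2, KCl, NaCl, DTT, Triton | Reagent: Labelled myosin peptide probe, 5 nM | Doses: One dose per compound | Times: 5 min incubation before reading | Benchmarks: Neutral control DMSO, positive control TFP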
ERAP1 HTS inh: ERAP1 (human) enzyme inhibition; recombinant ERAP1, Leu-AMC fluorescence, 60 min; inhibition, % at 10.7 µM; hit rate 0.15% among 340,000; AID 652197;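 active means mean replicate inhibition of at least 30%, or all replicates individually reaching that 30% level; inactive means mean below 30% and not every replicate reaching it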;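 further: 0% = neutral control wells and 100% = L-leucinethiol positive control wells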
Target sequence (Q9NZ08 whole entry, looked up): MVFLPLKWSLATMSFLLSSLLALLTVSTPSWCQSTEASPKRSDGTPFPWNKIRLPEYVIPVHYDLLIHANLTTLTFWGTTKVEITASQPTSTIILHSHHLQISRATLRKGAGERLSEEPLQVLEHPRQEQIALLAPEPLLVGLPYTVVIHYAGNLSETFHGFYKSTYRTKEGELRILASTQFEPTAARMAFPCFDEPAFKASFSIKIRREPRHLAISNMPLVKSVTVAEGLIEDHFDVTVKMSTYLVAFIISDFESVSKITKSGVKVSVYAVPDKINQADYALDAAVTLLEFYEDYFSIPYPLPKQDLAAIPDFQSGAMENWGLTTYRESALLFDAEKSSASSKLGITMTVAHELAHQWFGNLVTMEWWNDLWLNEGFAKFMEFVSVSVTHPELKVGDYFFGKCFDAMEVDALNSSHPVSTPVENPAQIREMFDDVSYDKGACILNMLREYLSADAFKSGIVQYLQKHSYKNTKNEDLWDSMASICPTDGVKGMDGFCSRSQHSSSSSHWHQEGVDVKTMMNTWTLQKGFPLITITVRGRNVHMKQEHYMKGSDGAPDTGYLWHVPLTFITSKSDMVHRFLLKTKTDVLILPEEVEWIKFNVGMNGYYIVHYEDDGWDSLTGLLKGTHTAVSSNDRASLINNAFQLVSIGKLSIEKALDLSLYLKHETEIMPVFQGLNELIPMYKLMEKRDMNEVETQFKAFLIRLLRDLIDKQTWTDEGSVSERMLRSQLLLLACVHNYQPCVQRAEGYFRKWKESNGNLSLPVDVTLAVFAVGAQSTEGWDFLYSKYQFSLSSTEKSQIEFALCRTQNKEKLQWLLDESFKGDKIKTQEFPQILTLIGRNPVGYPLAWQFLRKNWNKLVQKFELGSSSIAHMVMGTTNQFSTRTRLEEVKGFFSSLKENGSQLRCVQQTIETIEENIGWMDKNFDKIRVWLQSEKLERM
LGR2 inh: blocks bursicon-induced cAMP signaling via Drosophila LGR2 | inhibition, % at 9.99 µM | HEK293 LGR2, CRE-luciferase, bursicon-stimulated, 4 h | hit rate 0.35% among 380,000;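 active means drop in luminescence signal, shown as inhibition above about 50% in the replicate tests, limit read from the data, passing the limit was not always enough; inconclusive means probably only some replicates passing the limit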;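 further: agonist challenge used bursicon conditioned medium at about half maximal strength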
FN deposition inh: fibronectin deposition inhibition. AH1F fibroblasts, Alexa488-fibronectin deposition fluorescence, overnight. inhibition, % at 12.6 µM. hit rate 0.086% among 350,000;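 active means mean inhibition across replicates of 30% or more, regardless of how many single replicates reach that level; inconclusive means mean under 30% yet at least half of replicates reach 30%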;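 further: positive control wells lacked labelled fibronectin entirely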
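Schedule: 1 h cell adhesion before compound, then overnight fibronectin incubation; test system: AH1F fibroblast monolayer depositing Alexa488-labelled fibronectin into matrix; quantity: 10000 AH1F cells per well; probe or stimulus: fluorescent fibronectin at 24 nM final; signal: fluorescence, ex 485 nm, em 525 nm; evaluation: percent inhibition as loss of matrix-bound fibronectin fluorescence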
PGC1a acetyl inh: modulators of PGC1a acetylation; hit rate 0.17% among 350,000; U2OS PGC1a acetylation, AlphaScreen anti-acetyl-lysine; with virally co-expressed GCN5 acetyltransferase; inhibition, % at 15.6 µM; AID 651687;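 active means every replicate shows inhibition of at least 40%; inconclusive means mean inhibition at least 40% but some replicate below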;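 further: 0% = neutral control wells and 100% = positive control wells; some results beyond the cut were filed as inactive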
Numbers without * were called inactive; ? = inconclusive; . = no result given.

Every second line gives: EWS-Fli inh | PglD inh | PAX8 inh HTS | S100A4 inh HTS | ERAP1 HTS inh | LGR2 inh | FN deposition inh | PGC1a acetyl inh
1	COC(=O)c1c(C)[nH]c(C(=O)OCC(=O)N2c3ccccc3NC(=O)C2(C)C)c1C
 : . | 1.7 | -16.5 | . | . | 3.4 | 2.3 | -22.0
2	O=C(NCC1CCCO1)C(=O)N/N=C/c1ccccc1C(=O)O (stereo unspecified)
 : -4.6 | . | 23.9 | 1.0 | -4.3 | -5.0 | -5.2 | 4.1
3	COc1ccccc1CN1C[C@@H](C)[C@@H](OC)CN(C)C(=O)c2ccc(NC(C)=O)cc2OC[C@@H]1C
 : 0.3 | 0.9 | 1.5 | 1.0 | 2.6 | 10.9 | -9.5 | -3.2
4	CC(C)CC#Cc1cnc2c(c1)C(=O)N([C@@H](C)CO)C[C@H](C)[C@@H](CN(C)C(=O)c1cnccn1)O2
 : -19.4 | -4.4 | . | 8.7 | -1.0 | -1.9 | -5.8 | 2.4
5	CCCCC(O)(CCCC)C(=O)NN(C(=O)OC)c1ccccc1
 : 6.7 | 2.0 | 20.8 | 8.8 | -0.3 | -0.3 | -2.1 | .
6	CCOC(=O)c1cccc(OCC(O)CNCCOc2ccccc2F)c1 (stereo unspecified)
 : -4.1 | 1.1 | 4.9 | -3.0 | 3.3 | -7.0 | -8.3 | -8.5
7	O=C(NC1CC2CCCC(C1)N2C(=O)Nc1cccc(F)c1)C1CC1 (stereo unspecified)
 : -4.1 | 2.6 | -12.4 | 1.9 | -0.3 | -9.6 | 6.6 | -6.1
8	O=C(NCc1ccccn1)c1ccc(OC2CCN(Cc3ccc(Cl)s3)CC2)cc1
 : 7.1 | 2.2 | 6.3 | -4.3 | 3.3 | -5.9 | -3.9 | -4.1
9	C/C(=N\NC(=O)c1ccc(CSc2nncn2C)cc1)c1ccc(Cl)cc1
 : -1.3 | . | 0.8 | 0.7 | -0.9 | -2.1 | -3.0 | .
10	Cc1ccc(-n2cc(CN(C)CCc3cn[nH]c3)c(-c3cccc(C)c3)n2)cc1
 : -13.8 | . | -11.9 | -0.3 | -1.1 | 8.4 | -14.1 | .
11	CC(C)(C)NC(=O)c1cccc(NC(=O)CSc2ccc(Cl)cc2)c1
 : . | 0.9 | 5.0 | . | . | -7.5 | 7.2 | -7.9
12	O=C(CSc1nc(O)c(C2CCCCC2)c(=O)[nH]1)N1CCOCC1
 : 5.3 | 3.8 | -29.3 | 3.5 | -0.8 | 0.2 | 5.9 | 7.5
13	C[C@@H](C(=O)N1CCN(C(=O)OC(C)(C)C)CC1)n1cc(CCC(=O)O)nn1
 : 2.4 | -1.6 | -3.7 | 0.9 | -1.6 | 5.2 | -2.6 | 4.0
14	CCC(=O)N1[C@@H]2c3ccc(-c4ccccc4F)c(=O)n3C[C@@H]2[C@@H](CO)[C@@H]1C(=O)NCCCN(C)C
 : -7.9 | . | 1.2 | -4.4 | 2.0 | -5.7 | . | .
15	CC1(C#CC[N+]2(C)CCCCC2)CCC2C(O1)c1ccccc1OC2(C)C (stereo unspecified)
 : -4.0 | 1.0 | 4.1 | -8.4 | 1.6 | -0.4 | -12.8 | 10.2
16	Cc1ccc(NC(=O)C2OCCc3ccccc32)cc1 (stereo unspecified)
 : -33.9 | . | -50.1 | -3.0 | 0.3 | -67.0 | 12.1 | .
17	COc1c(O)c(O)c2oc(-c3ccccc3)cc(=O)c2c1OC
 : -12.2 | 3.2 | . | 26.3 | -0.2 | . | . | 2.1
18	Cc1ccc(S(=O)(=O)N(C)C[C@@H]2OCCCC[C@H](C)Oc3ccc(NC(=O)NC(C)C)cc3C(=O)N([C@@H](C)CO)C[C@H]2C)cc1
 : -2.1 | -0.7 | 2.5 | -9.8 | 0.7 | -13.4 | -9.1 | -6.1
19	CC(C)c1cn([C@H]2C[C@@H]3O[C@@H](CO)CC[C@@H]3O[C@@H]2CCc2ccc(C#CC3CCCCC3)cc2)nn1
 : -9.4 | . | 40.2 | -17.1 | -4.4 | . | . | -12.8
20	CCC(=O)N1CC2(C1)[C@H](c1ccc(-c3ccccc3C)cc1)[C@H](CO)N2C(C)=O
 : -13.9 | . | . | 8.3 | 0.3 | 11.0 | 9.1 | 5.7
21	CO[C@@H]1CN(C)C(=O)c2ccc(NS(C)(=O)=O)cc2OC[C@H](C)N(C)C[C@H]1C
 : -2.8 | 1.9 | . | 14.1 | -1.2 | -6.9 | 6.0 | 9.0
22	CO[C@@H]1CN(C)C(=O)c2ccc(NC(=O)C3CCC3)cc2OC[C@H](C)N(C)C[C@H]1C
 : 2.6 | 1.7 | -25.4 | 1.5 | 2.7 | 1.8 | 1.2 | .
23	O=c1nc(Nc2ccc([N+](=O)[O-])cc2)[nH]c(=O)[nH]1
 : -11.1 | 2.9 | -5.1 | -1.2 | -2.9 | -13.1 | 2.5 | 8.6
24	CCn1c(CNC(=O)c2ccccc2)nnc1SCC(=O)N1CCN(c2ccccc2)CC1
 : . | 0.7 | 20.0 | . | . | . | -1.1 | -0.7
25	Cc1cc(N2CCN(S(=O)(=O)c3ccc(Cl)c(Cl)c3)CC2)c2ccccc2n1
 : 22.5 | 1.4 | 3.3 | 1.0 | 1.0 | -7.5 | 3.0 | -14.5
26	COc1ccc(Cl)cc1NC(=O)N1CCN(C2CCCCC2)CC1
 : 4.5 | 0.2 | . | -4.3 | 1.9 | 9.0 | . | -2.0
27	Cc1ccc(C(=O)N/C(=C\c2ccc(-c3ccccc3[N+](=O)[O-])o2)C(=O)NCCCN(C)C)cc1
 : -2.6 | . | -0.3 | 5.4 | 4.7 | -6.5 | 3.1 | .
28	COc1ccc2nc(NCc3cccnc3)sc2c1
 : -43.2 | -2.1 | 3.9 | -0.4 | -2.5 | -28.9 | 0.2 | ?
29	O=C(c1ccc(F)cc1)C1CCN(CCCn2c(=O)[nH]c3ccccc32)CC1
 : -1.5 | . | 10.1 | 5.3 | -1.0 | -6.8 | 1.1 | .
30	NC(CCc1ccccc1)c1csc(Nc2nncc3ccccc23)n1 (stereo unspecified)
 : -5.6 | 1.6 | -25.7 | -0.3 | 6.6 | 19.5 | -0.1 | .
31	COCCNC(=O)/C(C#N)=C/c1ccc(OC(=O)c2cccs2)c(OC)c1
 : 7.3 | . | 2.2 | -4.4 | -4.2 | 23.8 | . | .
32	CCc1nnc(NC(=O)C2CCCN2C(=O)Nc2ccccc2)s1 (stereo unspecified)
 : -0.7 | . | 0.3 | 1.2 | -3.3 | 8.4 | -0.7 | .
33	C(=N/Nc1cc(N2CCOCC2)nc(N2CCOCC2)n1)/c1ccccc1
 : 3.5 | . | 23.8 | -7.3 | -2.5 | 0.6 | 16.2 | .
34	Cc1ccc(C(=O)OCC(=O)Nc2ccccc2C(F)(F)F)cc1S(=O)(=O)N1CCCCC1
 : 1.7 | -4.4 | 13.7 | -4.0 | 0.5 | 2.9 | -3.4 | -2.1
35	NS(=O)(=O)c1ccc(CCNC(=O)CNCCc2ccccc2)cc1
 : -1.4 | -3.8 | 8.9 | -3.5 | -1.1 | -4.5 | -2.0 | 2.6
36	CC(=O)c1ccc(Nc2cc(C)nc3ccccc23)cc1
 : 31.2 | . | -16.2 | -1.7 | 4.2 | 4.1 | -1.7 | -23.2
37	C[C@H]1CN([C@@H](C)CO)C(=O)c2cc(NS(C)(=O)=O)ccc2O[C@@H]1CN(C)Cc1ccc2c(c1)OCO2
 : . | 13.8 | -5.6 | -2.6 | 3.9 | 18.8 | . | -5.0
38	COc1ccc(NC(=O)Nc2ccc3c(c2)[C@@H]2C[C@H](CC(=O)N[C@@H](C)c4ccccc4)O[C@H](CO)[C@@H]2O3)cc1
 : -1.5 | . | . | 3.1 | -2.2 | -10.4 | -31.3 | -2.1
39	O=C(CNC(=O)COc1ccccc1)NCCc1ccccn1
 : -0.1 | . | 4.7 | -12.6 | 4.3 | -1.5 | -3.2 | 1.2
40	COc1ccccc1CNC(=O)COC(=O)COc1ccccc1F
 : -9.9 | 2.7 | -3.9 | -3.6 | 0.8 | 10.3 | 3.9 | 15.0
41	COc1ccc(C(CNC(=O)C2CCN(S(=O)(=O)c3ccc(F)cc3)CC2)N(C)C)cc1 (stereo unspecified)
 : -2.7 | 1.4 | -1.6 | -4.5 | -2.2 | -22.3 | -10.1 | 1.6
42	COC(=O)c1cc2ccsc2n1Cc1nc(-c2ccc(OC)cc2)oc1C
 : 5.7 | -3.6 | . | -4.1 | -3.0 | -4.9 | . | 5.9
43	Cc1ccc(CN2CC(=O)N3[C@H](CO)[C@@H](c4ccc(Br)cc4)[C@@H]3C2)cc1
 : 2.8 | . | . | 9.1 | 0.0 | -8.3 | . | -6.9
44	NC(=O)Nc1ccc(C(=O)OCC(=O)NC2CCCc3ccccc32)cc1 (stereo unspecified)
 : -2.3 | 0.5 | 14.1 | 0.6 | 0.6 | . | 5.7 | 2.1
45	NC(=S)c1ccc[n+]([O-])c1
 : 13.1 | -1.1 | -10.4 | -0.5 | 9.9 | -2.2 | . | 6.9
46	CN1CCN(C(=O)C[C@H]2CC[C@H](NS(=O)(=O)c3cccc(F)c3)[C@@H](CO)O2)CC1
 : 0.1 | -0.9 | -8.0 | -7.8 | 1.2 | 13.7 | -2.6 | 1.5
47	Cc1ccccc1COc1ccc(/C=N/NC(=O)c2nnn(-c3nonc3N)c2CN2CCC(C)CC2)cc1
 : -26.9 | 1.9 | -33.0 | -1.5 | 2.0 | -6.2 | -18.2 | -2.0
48	COc1ccc(CCN(C(=O)/C=C/C(=O)O)C2CC(=O)N(c3ccccc3)C2=O)cc1 (stereo unspecified)
 : -2.1 | . | 3.0 | -4.6 | -3.9 | -12.9 | -0.9 | 4.7
49	CCc1ccccc1NC(=O)C1c2ccccc2Oc2ccccc21
 : 6.8 | . | 8.4 | -1.1 | -5.8 | -1.2 | 0.0 | 1.2
50	COc1ccc(/C=N/Nc2ncc(Br)cn2)c(OC)c1
 : -130.8 | . | -114.9 | -3.9 | -2.6 | 6.2 | -9.4 | .

(more compounds)
Every second line gives: EWS-Fli inh | PglD inh | PAX8 inh HTS | S100A4 inh HTS | ERAP1 HTS inh | LGR2 inh | FN deposition inh | PGC1a acetyl inh
51	COCCCNC(=S)NNC(=O)c1cc(C2CC2)nc2ccccc12
 : . | 0.2 | -12.1 | 0.8 | -1.3 | 1.1 | 2.4 | .
52	COc1cc(N)c2ncccc2c1Cl
 : -10.9 | 5.9 | 10.7 | -6.9 | 0.8 | . | 2.7 | -1.8
53	O=C1c2ccccc2C(=O)N1CN(C(=O)c1ccccc1[N+](=O)[O-])c1ccc(F)cc1
 : 1.5 | -30.6 | 0.1 | -2.1 | 2.9 | 10.1 | 1.1 | -1.4
54	CCC(=O)Nc1ccc2c(c1)OC[C@@H](C)N(C(=O)C1CC1)C[C@@H](C)[C@@H](OC)CN(C)C2=O
 : 2.7 | -1.1 | . | 13.0 | -0.9 | -2.6 | -6.1 | 3.4
55	CCn1c(SCC(=O)NCc2ccccc2)nc2nc3c(cc2c1=O)CCCC3
 : 4.7 | . | -5.3 | -1.0 | -1.8 | 14.9 | -10.3 | -4.1
56	Cc1ccccc1C(=O)Nc1ccnn1C1CCN(CCCc2ccccc2)CC1
 : 7.9 | 0.7 | 14.0 | -2.5 | 1.0 | -11.8 | . | -4.8

Assay outcomes deposited in PubChem by Broad Institute.
